# Bioassay records deposited in PubChem by National Center for Advancing Translational Sciences (NCATS).
# USP2a inhib: inhibitors of human ubiquitin-specific protease USP2a; 60,000 tested, 0.1% active; O75604; Potency, µM (titrated, usually from 38.3 µM), for the others: at the highest dose activity change, negative = inhibition, usual class: inhibitors; USP2a enzymatic assay, qHTS inhibition;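 further: potency means the concentration at half of the fitted maximal effect; nearly all actives have a fitted effect of over 60% in size; plate controls were DMSO for no effect and NEM full inhibition control for full effect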
#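 Inhibition is measured in a cell-free coupled assay with 20 nM USP2 core, 20 nM Ub-PLA2 and 20 uM NBD C6-HPC, 2.5 h incubation. Activity normalized to NEM control.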
# UbGFP stabilizer: ubiquitin-GFP accumulation via proteasome inhibition | Ubiquitin-GFP reporter cells, proteasome inhibition, GFP fluorescence; response scale: untreated = 0%, 10 µM MG-132 = 100% | Potency, µM (doses to about 45.9 µM), inactives show at the top dose activation (GFP accumulation), most hits filed as activators | 67,000 tested, under 10 active | AID 526; active means well fitted activation curve with a large enough effect, not every such curve was filed as active; inconclusive means small, poorly fitted or top-dose-only effect, or another doubt; inactive means no such curve, though single readings can be large or run the other way; further: potency means the concentration at half of the fitted maximal effect
#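 U2OS cells stably expressing ubiquitin(G76V)-GFP, seeded overnight in 0.5% FBS medium, were exposed to compounds (qHTS, 46 uM to 2.9 nM) for 4 hr at 37 °C. GFP-positive cells were counted by laser cytometry (488 ex/515 em), normalized between basal and 10 uM MG-132.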
# 4MU fluor: 4-MU region autofluorescence | 59,000 tested, 11% active | AID 589 | max dye-equivalent concentration, M | compound autofluorescence, 340/450 nm, 4-MU equivalents; stronger effect = higher value; in the data active means max dye-equivalent concentration above about 10 nM; inconclusive means mostly about 1.1 nM to 9.6 nM
#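 Compounds in 100 mM Tris, pH 8.0, sat 15 min at room temperature before fluorescence was read at 340 nm excitation/450 nm emission; a per-plate six-point 4-MU standard curve converted signals to dye-equivalent concentration at each compound concentration.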
# Fluorescein fluor: fluorescein region autofluorescence; 59,000 tested, 0.91% active; max fluorescein-equivalent concentration, M; Compound autofluorescence, 480/540 nm, fluorescein-equivalent; stronger effect = higher value; in the data active means max fluorescein-equivalent concentration above about 10 nM; inconclusive means between about 1.1 nM and that limit
#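 Compounds (23 nL) in 100 mM Tris pH 8.0, 15 min at room temperature, then fluorescence read at 480 nm excitation/540 nm emission. Signal converted to fluorescein-equivalent concentration from an on-plate fluorescein standard curve.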
# Caspase-1 inhib: blocks human caspase-1 allosterically or competitively; 75,000 tested, 0.03% active; Potency, µM (series often up to 57.5 µM), for inactives: at the top dose activity change, negative = inhibition, hits mostly inhibitors; Caspase-1 enzyme, Ac-WEHD-AFC fluorogenic rate; P29466; AID 900;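 further: potency means the concentration at half of the fitted maximal effect; plate controls were vehicle for no effect and no substrate for full effect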
# A350 autofl: compounds fluorescent in Alexa 350 spectral region | Compound autofluorescence, 340/450 nm, Alexa 350 dye-equivalents; stronger effect = higher value | max dye-equivalent concentration, M | 59,000 tested, 11% active | AID 590; in the data active means max dye-equivalent concentration above about 10 nM; inconclusive means mostly about 1.1 nM to 9.6 nM
# GFP derepression: derepresses silenced GFP locus in mouse C127i cells. mouse C127i GFP locus derepression, cytometry, 30 h. Potency, µM (titrated, usually from 46.1 µM), for inactives: at the highest dose GFP derepression (activation). 68,000 tested, 0.09% active; further: % of control where 0% means no effect
#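 Derepression screen: silenced CMV-GFP reporter in murine C127i cells, 30 h compound incubation at 37 C, washed cells imaged by laser-scanning cytometer to enumerate GFP-expressing objects of 20 to 120 um.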
# Casp7 inh: caspase-7 (human) inhibition, allosteric or competitive | 75,000 tested, 0.02% active | AID 889 | recombinant caspase-7, Ac-DEVD-AFC fluorescence rate | P55210 | Potency, µM (series often up to 57.5 µM), for inactives: at the highest dose activity change, negative = inhibition, most hits filed as inhibitors; active means well fitted inhibition curve with a large enough effect in the main read-out, with a control signal flat, not every such curve was filed as active; inconclusive means small, poorly fitted or top-dose-only effect, or a change in a side signal; further: potency means the concentration at half of the fitted maximal effect; % of control where 0% means no effect
# BRCT inh red: inhibitors of human BRCA1 BRCT-phosphoprotein interaction (red fluorophore); P38398; BRCT-phosphopeptide binding, red fluorescence polarization; Potency, µM (series often up to 76.9 µM), without a hit: top-dose activity change, negative = inhibition, usual class: inhibitors; 75,000 tested, 0.03% active; AID 892; further: on the % scale 0 is the no-effect control and ±100 the full control effect
# Target sequence (P38398 whole entry, looked up): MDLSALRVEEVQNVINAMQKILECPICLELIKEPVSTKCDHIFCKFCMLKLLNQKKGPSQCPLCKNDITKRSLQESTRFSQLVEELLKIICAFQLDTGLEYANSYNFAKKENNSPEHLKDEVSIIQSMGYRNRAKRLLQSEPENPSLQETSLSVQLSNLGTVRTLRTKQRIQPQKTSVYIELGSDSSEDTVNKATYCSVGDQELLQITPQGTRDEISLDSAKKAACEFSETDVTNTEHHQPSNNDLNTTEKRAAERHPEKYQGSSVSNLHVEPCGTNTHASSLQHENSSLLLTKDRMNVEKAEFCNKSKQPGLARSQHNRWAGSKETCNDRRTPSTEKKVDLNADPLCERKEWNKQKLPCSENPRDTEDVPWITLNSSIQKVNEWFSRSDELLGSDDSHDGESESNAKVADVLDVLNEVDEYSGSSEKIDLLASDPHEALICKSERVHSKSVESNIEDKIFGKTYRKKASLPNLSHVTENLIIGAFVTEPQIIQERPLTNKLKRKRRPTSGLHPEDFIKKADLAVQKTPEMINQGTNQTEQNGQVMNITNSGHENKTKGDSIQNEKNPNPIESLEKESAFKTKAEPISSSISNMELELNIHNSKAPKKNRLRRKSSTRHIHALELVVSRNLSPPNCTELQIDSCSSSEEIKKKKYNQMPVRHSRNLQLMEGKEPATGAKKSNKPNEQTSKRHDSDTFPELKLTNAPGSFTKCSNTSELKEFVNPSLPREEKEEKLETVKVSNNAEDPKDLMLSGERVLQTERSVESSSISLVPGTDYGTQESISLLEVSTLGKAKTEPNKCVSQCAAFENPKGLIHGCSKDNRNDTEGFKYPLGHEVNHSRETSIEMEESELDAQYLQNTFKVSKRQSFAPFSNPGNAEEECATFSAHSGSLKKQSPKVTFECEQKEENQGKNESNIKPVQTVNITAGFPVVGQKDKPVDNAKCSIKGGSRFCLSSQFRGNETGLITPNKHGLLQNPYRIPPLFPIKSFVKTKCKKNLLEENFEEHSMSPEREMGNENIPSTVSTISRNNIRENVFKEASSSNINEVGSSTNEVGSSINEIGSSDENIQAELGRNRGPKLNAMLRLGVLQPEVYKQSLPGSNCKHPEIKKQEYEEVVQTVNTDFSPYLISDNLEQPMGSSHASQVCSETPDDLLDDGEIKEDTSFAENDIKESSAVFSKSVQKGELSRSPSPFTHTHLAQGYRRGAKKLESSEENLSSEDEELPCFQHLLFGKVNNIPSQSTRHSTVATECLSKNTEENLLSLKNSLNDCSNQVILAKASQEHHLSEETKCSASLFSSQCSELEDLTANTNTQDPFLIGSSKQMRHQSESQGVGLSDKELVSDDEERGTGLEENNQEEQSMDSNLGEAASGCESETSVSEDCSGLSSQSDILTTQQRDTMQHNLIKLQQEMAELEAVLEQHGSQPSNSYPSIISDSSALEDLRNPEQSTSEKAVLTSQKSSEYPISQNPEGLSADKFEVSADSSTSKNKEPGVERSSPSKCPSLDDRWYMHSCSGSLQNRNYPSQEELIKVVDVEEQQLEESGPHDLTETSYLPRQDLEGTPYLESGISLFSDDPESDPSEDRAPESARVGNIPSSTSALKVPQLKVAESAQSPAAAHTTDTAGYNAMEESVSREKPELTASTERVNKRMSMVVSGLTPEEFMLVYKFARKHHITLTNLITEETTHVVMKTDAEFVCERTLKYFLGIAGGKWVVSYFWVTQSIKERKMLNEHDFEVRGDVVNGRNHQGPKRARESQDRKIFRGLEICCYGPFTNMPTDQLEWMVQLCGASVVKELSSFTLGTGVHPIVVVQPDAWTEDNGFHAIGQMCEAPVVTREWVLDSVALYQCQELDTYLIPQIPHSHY
#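 Fluorescence polarization: 100 nM His-tagged BRCA1 BRCT with 100 nM TAMRA-labelled phospho-BACH1 decapeptide, phosphate buffer pH 7.3 with 150 mM NaCl, DTT, 0.01% Tween 20; 12 min RT. Binding inhibition seen as FP decrease.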
# BRCT inh green: blocks human BRCA1 BRCT binding to phosphopeptide, green readout; P38398; Potency, µM (top dose mostly 76.9 µM), for the others: at the top dose activity change, negative = inhibition, most hits filed as inhibitors; BRCA1 BRCT-phosphopeptide binding, green fluorescence polarization; 75,000 tested, 0.05% active;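 further: potency means the concentration at half of the fitted maximal effect; plate controls were peptide without protein for full effect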
#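 Fluorescence polarization: His-tagged BRCT (~35 kDa BRCA1 C-terminus, 250 nM) bound to 100 nM fluorescein-labeled phosphorylated 10-aa BACH1 peptide, pH 7.3 phosphate buffer with DTT and Tween 20. Compounds incubated 12 min at room temperature; inhibition read as lowered polarization.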
# HEK293 cAMP cs: raises cAMP in parental HEK293 cells, TSHR agonist counter-screen; parental HEK293 CNG cAMP sensor, membrane potential fluorescence; Potency, µM (series often up to 57.1 µM), for the others: at the top dose activation, usual class: activators; 73,000 tested, 2.5% active; AID 938; further: potency means the concentration at half of the fitted maximal effect; % of control where 0% means no effect; nearly all actives have a fitted effect of over 55% in size
#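 Parental HEK 293 cells stably expressing a modified CNG channel (no TSHR) report cAMP rise as membrane depolarization. Membrane potential dye with 100 uM RO 20-1724 was loaded for 60 min at room temperature, then compound added for 30 min; fluorescence read at 590 nm.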
# The depositor's hits bear a star; i = inactive; ? = inconclusive; / = not tested or not shown; [ ] = remark or other dose. Unless noted, the call rests on the fitted dose curve; in most records, active means well fitted curve in the direction sought with a large enough effect; inconclusive means small, poorly fitted or top-dose-only effect, or another doubt; inactive means no such curve, though single readings can be large; an effect the other way counts as inactive or inconclusive.
SMILES,USP2a inhib,UbGFP stabilizer,4MU fluor,Fluorescein fluor,Caspase-1 inhib,A350 autofl,GFP derepression,Casp7 inh,BRCT inh red,BRCT inh green,HEK293 cAMP cs
NC[C@@H]1O[C@H](O[C@H]2[C@H](O)[C@@H](O[C@H]3[C@H](O)[C@H](N)C[C@H](N)[C@H]3O[C@@H]3O[C@H](CO)[C@@H](O)[C@H](O)[C@@H]3N)O[C@H]2CO)[C@@H](N)[C@H](O)[C@@H]1O,-2.8%[17.1 µM],-2.2%[20.5 µM],?,?,-1.9%[25.7 µM],?,-0.6%[20.6 µM],-1.1%[25.7 µM],-0.7%[34.4 µM],0.8%[34.4 µM],6.9%[25.6 µM]
CC1(C)C(=O)NCCN1C(=O)CSc1nccc(-c2ccc(Br)cc2)n1,4.9%,0.1%,i,i,4.6%,i,-2.5%,-0.6%,-0.5%,3.0%,5.6%
Cc1cccc(-c2noc(CCC(=O)NCc3ccccc3)n2)c1,8.8%,7.9%,?,i,-1.9%,?,0.0%,-0.5%,-1.2%,-0.5%,?
Cn1nnnc1CCOCCc1nnnn1C,-0.3%,1.7%,i,i,1.1%,i,0.0%,1.6%,-2.5%,3.4%,6.3%
COc1ccc(C)cc1-n1nnnc1SCc1csc(C)n1,0.9%,-1.8%,i,?,-1.9%,i,2.0%,-3.4%,1.8%,1.3%,-1.6%
Cc1cc(NC(=O)CCC(=O)N(CCc2ccccc2)C(C(=O)NC2CCCC2)c2ccco2)no1 (stereo not drawn),/,-5.2%,i,i,0.2%,i,0.0%,-1.2%,-0.3%,-1.6%,20.8%
C=CCn1c(SCn2nnc3ccccc3c2=O)nnc1C1CCCCC1,-4.7%,6.5%,i,i,0.9%,i,-2.2%,-0.7%,1.5%,0.1%,18.4%
Cc1ccc2c(c1)N(CCC(=O)NCc1ccccn1)C(=O)CO2,4.2%,0.0%,i,i,-1.0%,i,3.1%,2.8%,-1.2%,-1.2%,2.5%
CN(C(=O)c1cnc(N2CCN(c3ncccn3)CC2)c2ccccc12)c1ccc(Cl)cc1,34.9%[activator],7.4%,1.45e-08M*,i,-2.0%,1.11e-08M*,-2.9%,-0.1%,-0.2%,-0.8%,28.5%
CCCCC12CN3CC(C)(CN(C1)C31C(=O)N(C)c3ccc(C)cc31)C2=O (stereo not drawn),3.7%,11.8%,i,i,-0.4%,i,12.3%,0.1%,-1.6%,-2.0%,26.8%
CC(NC(=O)COc1ccccc1)C1COc2ccccc2O1 (stereo not drawn),8.8%,9.4%,i,i,0.4%,i,-1.7%,-2.2%,0.7%,0.7%,8.5%
COc1ccc(-c2nn3c(-c4ccccc4)nnc3s2)cc1,?,-2.4%,i,i,-1.9%,i,0.0%,-12.2%,-2.4%,-3.1%,?
Cc1ccc(CNC(=O)C2c3ccccc3C(=O)N(C)C2c2c[nH]c3ccccc23)o1 (stereo not drawn),?,0.5%,i,?,-2.6%,i,0.0%,-1.0%,-2.1%,-0.9%,25.1µM*
C1CCCNCC1,/,/,/,/,-3.5%,/,/,1.7%,-1.9%,-1.9%,16.7%
CC1CCCCC1NC(=O)CSc1nnc(-c2ccccc2)n1N (stereo not drawn),3.9%,-0.4%,i,i,-0.7%,i,0.0%,1.0%,0.1%,-1.1%,?
COc1ccc(C2(NC(C)=O)CCN(C(=O)c3ccco3)CC2)cc1,-3.9%,-7.5%,i,i,1.0%,i,3.4%,0.8%,-0.4%,1.6%,13.1%
CCOc1cccc(NC(=O)c2ccc(S(=O)(=O)N(C)C)cc2)c1,/,-14.4%,/,/,-3.5%,/,/,0.1%,-2.7%,-1.5%,7.3%
OC(Cn1cncn1)(Cn1cncn1)c1ccc(F)cc1F,-12.7%,/,/,/,-0.4%,/,/,1.0%,1.3%,0.0%[3.08 µM],/
CC(=O)c1cccc(NC(=O)CSc2nnc(-c3ccc(S(=O)(=O)N4CCCC4)cc3)o2)c1,2.3%,-3.1%,i,i,-2.1%,i,-3.4%,-3.6%,-2.4%,-0.3%,-1.8%
CCn1c(C(=O)Nc2ccsc2C(=O)OC)cc2sc(Cl)cc21,/,-12.5%,/,/,-5.4%,/,2.3%,-8.2%,1.0%,1.5%,?
Cc1oc(-c2ccc(Cl)cc2)cc1-c1nn2c(-c3ccoc3C)nnc2s1,?,-2.5%,i,i,-4.7%,i,0.0%,-15.0%,-4.1%,-2.1%,31.6µM*
O=S(=O)(c1ccccc1)c1ccccc1/C=N\O,-2.1%,2.3%,i,i,1.2%,i,-1.9%,-1.1%,-0.8%,-0.2%,1.9%
O=C(CN1C(=O)C2C3C=CC(C3)C2C1=O)NCCC1=CCCCC1 (stereo not drawn),-3.3%,14.6%,i,i,0.8%,i,-2.1%,0.1%,0.3%,-1.2%,6.6%
O=C(c1ccc(S(=O)(=O)N2CCCCC2)cc1)N1CCN(c2ccccc2)CC1,11.3%,0.0%,i,?,-0.1%,i,8.7%,-1.8%,-0.2%,0.0%,9.5%
CCOC(=O)C1CCN(Cc2cn[nH]c2-c2ccc(C)cc2)CC1,3.1%,-0.3%,i,?,0.8%,i,1.3%,-1.4%,-1.2%,-0.1%,14.6%
COc1ccc(C(=O)N2CCC3(CCCN(Cc4cc(C(F)(F)F)cc(C(F)(F)F)c4)C3)CC2)cc1,-10.5%,-9.8%,i,i,-6.0%,i,-2.3%[9.22 µM],-0.9%,-0.8%,4.9%,2.0%
COc1ccc2nc(C)cc(N3CCOCC3)c2c1,-3.7%,-6.6%,1.92e-08M*,i,-3.0%,2.24e-08M*,-2.9%,-3.9%,-0.8%,0.4%,15.1%
C1CCN=C(Nc2nn[nH]n2)CC1,-3.6%,-10.9%,i,i,1.6%,i,-0.3%,-2.0%,-0.3%,-0.8%,3.2%
O=c1c2[nH]c3ccccc3c2ncn1CCN1CCCCC1,2.3%,-3.6%,i,i,-0.4%,i,-3.2%,0.1%,0.1%,0.8%,20.5%
COc1ccc(C(=O)Oc2c(CN3CCOCC3)cc(Cl)c3cccnc23)cc1,2.0%,0.8%,i,?,-9.3%,i,7.94µM*,-1.4%,0.1%,0.2%,?
CN1[C@H](Cc2ccccc2)C=C[C@]1(C)C(=O)NCC1CC1,/,/,/,/,-2.6%,/,/,-8.3%,-2.9%,3.0%,15.5%
CN(C)C(=O)c1nnc(Cc2ccc(Cl)cc2)o1,/,6.0%,/,/,3.9%,/,-3.8%,-1.2%,0.4%,0.6%,-3.1%
Cc1ccccc1Cn1ccc(NC(=O)CCSc2nc(-c3ccco3)cc(C(F)(F)F)n2)n1,36.6%[activator],-5.2%,i,?,-3.9%,?,-2.0%,-3.0%,-0.8%,6.1%,20.3%
Cc1nn(C)cc1CNC(=O)c1cc2n(n1)C(C(F)(F)F)CC(c1cccs1)N2 (stereo not drawn),9.5%,-4.0%,i,i,1.7%,i,-1.6%,-1.4%,-0.3%,-1.6%,2.3%
CCOC(=O)c1sc(NC(=O)CCN2CCOCC2)c(C(=O)OCC)c1C,-0.9%,7.5%,i,i,-2.4%,i,2.2%,0.3%,1.4%,-0.8%,15.6%
CC1CC(C)CN(S(=O)(=O)c2ccc3c(c2)oc(=O)n3CC(=O)N2CCOCC2)C1 (stereo not drawn),/,10.5%,/,/,2.8%,/,-4.2%,-1.4%,1.7%,-1.7%,4.5%
CCc1c2c(nc3ccc(OC)cc13)OC(C)C2 (stereo not drawn),/,/,/,/,1.3%,/,/,0.5%,0.2%,0.6%,7.7%
O=C1C=C(NCC2CCCO2)C2(CCCCC2)O1 (stereo not drawn),-1.0%,-6.1%,i,i,-1.1%,?,-2.8%,-1.7%,-0.6%,-0.6%,4.3%
O=S(=O)(Nc1nccs1)c1ccc(NS(=O)(=O)c2cccs2)cc1,-1.1%,-1.6%,i,i,-0.5%,i,5.4%,0.2%,0.4%,-4.1%,1.9%
COCCn1c(=O)c(-c2cccc(C#N)c2)nc2cnc(Oc3cccc(Cl)c3)nc21,3.0%,0.0%,?,i,?,?,-0.4%[9.22 µM],?,0.2%,-1.4%,9.0%
COc1cc2c(cc1OC)CN(C(=O)CCCN1C(=O)c3ccccc3C1=O)CC2,-2.5%,5.6%,i,i,-2.0%,?,2.9%,2.4%,-0.9%,-1.4%,14.3%
O=C1CCCC2=C1C(c1cccc(Br)c1)n1nc(-c3ccco3)nc1N2 (stereo not drawn),/,-3.1%,/,/,0.9%,/,4.7%,-1.6%,0.2%,0.4%,-8.0%
COc1cccc(N2CCN(Cc3nc(N)nc(N4CCCc5ccccc54)n3)CC2)c1,32.6%[activator],3.1%,i,i,1.1%,i,0.0%,-3.8%,2.3%,1.2%,13.4%

# This is a subset (hit frequency here may not be typical).
